EPAC1 agonist = qHTS for Agonist of cAMP-regulated guanine nucleotide exchange factor 3 (EPAC1): primary screen; Rap guanine nucleotide exchange factor 3 (Homo sapiens), O95398; EPAC1 agonist qHTS, biochemical assay; response scale: 100% = response to 6.5 mM cAMP; Potency, µM (top dose mostly 154 µM), for inactives: top-dose activation, hits mostly activators; hit rate 0.073% among 360,000; AID 720707, 2013; also: potency is read from the fitted curve at half-maximal effect; nearly all actives have a fitted effect of over 60% in size
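Fluorescent GDP-exchange assay: 100 nM EPAC1 with 250 nM Rap1B preloaded with BODIPY-GDP and 50 uM GDP; compounds tested as concentration series, 5 min at room temperature, then read every 5 min for 30 min (ex 480/em 540 nm); normalized to 6.5 mM cAMP.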
EPAC2 antagonist = qHTS for Antagonist of cAMP-regulated guanine nucleotide exchange factor 2 (EPAC2): primary screen; EPAC2 GEF exchange of Rap1B-BODIPY-GDP, fluorescence; Potency, µM (titrated, usually from 114 µM), inactives show at the top dose activity, negative = inhibition, actives largely listed as inhibitors; hit rate 0.18% among 360,000; AID 720708, 2013; also: potency is read from the fitted curve at half-maximal effect; % is scaled to controls: 0 for no effect and ±100 for the full control effect; nearly all actives have a fitted effect of over 45% in size; many of its hits are not listed in these tables
PI5P4K alpha inh = qHTS for Inhibitors of phosphatidylinositol 5-phosphate 4-kinase (PI5P4K) | hit rate 1.2% among 330,000 | PI5P4Kalpha enzyme, ADP-Glo luminescence, 60 min; active compounds read low | AID 652105, 2013 | max response, % | Phosphatidylinositol 5-phosphate 4-kinase type-2 alpha (Homo sapiens), P48426; active = max response of -50% or lower; inconclusive = between -30% and -50%; inactive = -30% or higher; also: value at the top dose of about 77 µM; % is scaled to controls: 0 for no effect and ±100 for the full control effect
Target sequence (P48426 whole entry, looked up): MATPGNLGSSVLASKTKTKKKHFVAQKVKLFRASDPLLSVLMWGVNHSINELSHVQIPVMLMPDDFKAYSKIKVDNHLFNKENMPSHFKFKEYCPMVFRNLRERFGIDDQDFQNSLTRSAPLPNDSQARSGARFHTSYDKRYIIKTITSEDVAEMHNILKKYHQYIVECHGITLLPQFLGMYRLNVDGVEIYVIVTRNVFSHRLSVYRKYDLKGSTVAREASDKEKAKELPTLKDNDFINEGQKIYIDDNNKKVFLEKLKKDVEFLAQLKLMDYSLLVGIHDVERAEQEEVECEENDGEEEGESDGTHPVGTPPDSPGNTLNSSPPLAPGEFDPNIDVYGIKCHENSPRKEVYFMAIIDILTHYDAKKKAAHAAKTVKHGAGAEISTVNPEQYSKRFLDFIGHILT
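Quantitative HTS of the MLSMR library against PI5P4Kalpha with substrate. ATP added last at 5 microM final; room temperature, 60 minutes. Remaining ATP depleted, ADP converted and read as luminescence.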
CCT modulator = High-Throughput Screening for Modulators of Cytosolic Chaperonin Activity; purified chaperonin ATPase assay, HTRF ADP detection, 30 min; activity change, % (no concentration beside the values), hits read low; hit rate 0.3% among 360,000; in the data active = activity change below about -30%; also: % is scaled to controls: 0 for no effect and ±100 for the full control effect
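We incubate TRiC, 40 or 20 nM final, with library compounds at 76 uM and 10 uM ATP for 30 min at 37 °C. ADP formed is detected with Transcreener HTRF reagents after 30 min at room temperature.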
EPAC1 antagonist = qHTS for Antagonist of cAMP-regulated guanine nucleotide exchange factor 3 (EPAC1): primary screen; Potency, µM (doses to about 115 µM), for the others: at the top dose activity change, negative = inhibition, hits mostly inhibitors; AID 720709, 2013; EPAC1 GEF assay, Rap1b-BODIPY-GDP exchange fluorescence; hit rate 0.14% among 360,000; Rap guanine nucleotide exchange factor 3 (Homo sapiens), O95398;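 also: potency is read from the fitted curve at half-maximal effect; plate controls were vehicle for no effect and positive control for full effect; nearly all actives have a fitted effect of over 50% in size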
PLK1 PBD inh = qHTS for Inhibitors of PLK1-PDB (polo-like kinase 1 - polo-box domain): Primary Screen; hit rate 2.8% among 360,000; Potency, µM, for inactives: max response, negative = inhibition, actives largely listed as inhibitors; Serine/threonine-protein kinase PLK1 (Homo sapiens), P53350; AID 720504, 2013; Plk1 PBD binding of FITC phosphopeptide, fluorescence polarization; also: potency is read from the fitted curve at half-maximal effect; series mostly up to about 57 µM; % is scaled to controls: 0 for no effect and ±100 for the full control effect; nearly all actives have a fitted effect of over 65% in size
Target sequence (P53350 whole entry, looked up, the tested form may be a part): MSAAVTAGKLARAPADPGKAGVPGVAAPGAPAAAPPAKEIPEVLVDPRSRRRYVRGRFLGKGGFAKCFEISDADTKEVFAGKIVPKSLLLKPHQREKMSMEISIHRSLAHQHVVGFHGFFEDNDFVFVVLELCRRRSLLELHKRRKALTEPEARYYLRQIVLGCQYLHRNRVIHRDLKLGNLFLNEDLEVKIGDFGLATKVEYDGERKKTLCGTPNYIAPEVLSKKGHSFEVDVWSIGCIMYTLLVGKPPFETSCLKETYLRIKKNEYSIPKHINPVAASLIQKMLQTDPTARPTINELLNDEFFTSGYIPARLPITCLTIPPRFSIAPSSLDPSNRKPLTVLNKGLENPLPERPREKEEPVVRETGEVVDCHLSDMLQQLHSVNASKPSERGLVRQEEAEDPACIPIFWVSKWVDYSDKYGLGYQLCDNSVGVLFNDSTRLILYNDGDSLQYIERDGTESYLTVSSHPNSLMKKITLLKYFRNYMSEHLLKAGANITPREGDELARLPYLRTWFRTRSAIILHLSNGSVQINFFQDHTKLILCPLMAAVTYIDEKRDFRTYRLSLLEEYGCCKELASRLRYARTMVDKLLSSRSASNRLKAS
WRN helicase inh = qHTS for Inhibitors of WRN Helicase. WRN helicase unwinding, fluorescent forked duplex, kinetic. Potency, µM (top dose mostly 114 µM), for the others: top-dose activity change, negative = inhibition, hits mostly inhibitors. hit rate 0.46% among 360,000; also: potency is read from the fitted curve at half-maximal effect; % is scaled to controls: 0 for no effect and ±100 for the full control effect; nearly all actives have a fitted effect of over 55% in size
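WRN at 20 nM final was preincubated with compound for 15 min at room temperature; reaction started with 100 nM forked duplex oligonucleotide carrying fluorophore and quencher plus 2 mM ATP (final). Unwinding followed kinetically by red fluorescence (ex 525/em 598 nm).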
MmCpn inh = Inhibitors of TCP-1 ring complex (TRiC) of Methanococcus maripaludis (MmCpn): qHTS | Chaperonin Mm-Cpn (Methanococcus maripaludis) | purified Mm-Cpn ATPase, ADP Transcreener TR-FRET | Potency, µM (top dose mostly 76.9 µM), inactives show at the highest dose activity, negative = inhibition, usual class: inhibitors | hit rate 0.031% among 330,000; also: potency is read from the fitted curve at half-maximal effect; % is scaled to controls: 0 for no effect and ±100 for the full control effect; nearly all actives have a fitted effect of over 80% in size
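Purified archaeal chaperonin (25 nM final) was preincubated with compound for 10 min at 37°C, then ATP (10 uM final) was added for 30 min at 37°C in Tris pH 7.4/KCl/MgCl2/DTT buffer. ADP was quantified by HTRF Transcreener TR-FRET.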
Numbers without * were called inactive; ? = inconclusive; . = not tested or not shown; [ ] = remark or other dose. Unless noted, calls follow the shape of the dose curve; as a rule, active = well fitted curve in the direction sought with a large enough effect; inconclusive = small, poorly fitted or top-dose-only effect, or another doubt; inactive = no such curve, though single readings can be large; an effect the other way counts as inactive or inconclusive.

SMILES	EPAC1 agonist	EPAC2 antagonist	PI5P4K alpha inh	CCT modulator	EPAC1 antagonist	PLK1 PBD inh	WRN helicase inh	MmCpn inh
Cc1csc2nc(O)c(C(=O)NCC3CCCO3)c(=O)n12 (centres undefined)	6%	17%	1	1.1	5%	0%	7%	1%
N#Cc1c(NC(=O)CCCl)sc2c1CCCCC2	-8%	0%	4	-1.4	-8%	-11%	-14%	-2%
COc1ccc(OCC(=O)Nc2cccc(NC(=O)c3ccco3)c2)cc1	18%	0%[57.1 µM]	-11	-4.6	-4%	-25%	2%	0%
OCCN(Cc1ccccc1)CC1CC2C=CC1C2 (centres undefined)	6%	-11%	.	-1.9	-4%	-3%	-3%	.
Cc1cc(C)c(C)c(S(=O)(=O)NCC(=O)Nc2ccccc2F)c1C	-5%	-12%	6	-0.7	10%	-13%	0%	0%
Cc1cc(C)cc(NC(=O)C(OC(=O)c2ccc(NC(=O)CC#N)cc2)c2ccccc2)c1 (centres undefined)	1%	-9%	-23	-1.0	-14%	14%	-11%	-3%
Cc1cc(C(=O)N2CCCC2(C)C(=O)O)c(C)o1 (centres undefined)	17%	-1%	-1	1.5	13%	-5%	-7%	.
Nc1c(N(Cc2ccccc2)C(=O)COc2ccc(F)cc2Cl)c(=O)[nH]c(=O)n1Cc1ccccc1	0%	11%	4	-0.4	-6%	-7%	-1%	2%
CCC1CCCCN1Cc1cc(OC)c(O)c([N+](=O)[O-])c1 (centres undefined)	4%	-9%	.	-0.9	-3%	-4%	-5%	-2%
O=C(CN1CCOCC1)N/N=C/C(Br)=C\c1ccccc1	-4%	8%	-5	-2.6	-8%	-4%	9%	-7%
O=C(O)CCCCCCNS(=O)(=O)c1ccccc1	-3%	15%	1	1.1	3%	1%	5%	2%
CS(=O)(=O)N1CCN(c2ccc([N+](=O)[O-])c(NCCN3CCOCC3)c2)CC1	-1%	-8%	8	-2.6	-8%	-11%	-3%	0%

An excerpt from above in order of the EPAC1 antagonist value, highest first:
Compound | EPAC2 antagonist | PI5P4K alpha inh | CCT modulator | EPAC1 antagonist | PLK1 PBD inh | WRN helicase inh | MmCpn inh
Cc1cc(C(=O)N2CCCC2(C)C(=O)O)c(C)o1 (centres undefined) | -1% | -1 | 1.5 | 13% | -5% | -7% | .
O=C(O)CCCCCCNS(=O)(=O)c1ccccc1 | 15% | 1 | 1.1 | 3% | 1% | 5% | 2%
CCC1CCCCN1Cc1cc(OC)c(O)c([N+](=O)[O-])c1 (centres undefined) | -9% | . | -0.9 | -3% | -4% | -5% | -2%
COc1ccc(OCC(=O)Nc2cccc(NC(=O)c3ccco3)c2)cc1 | 0%[57.1 µM] | -11 | -4.6 | -4% | -25% | 2% | 0%

The results go on:
SMILES	EPAC1 agonist	EPAC2 antagonist	PI5P4K alpha inh	CCT modulator	EPAC1 antagonist	PLK1 PBD inh	WRN helicase inh	MmCpn inh
Cc1sc2ncnc(N/N=C/c3ccccc3O)c2c1C	15%	-20%	2	0.6	-18%	0%	-23%	0%
Nc1nc(N2CCN(c3ccc(F)cc3)CC2)n[nH]1	0%	4%	-1	-5.4	-19%	-5%	7%[57.1 µM]	-6%
CN1CCN(NC(=O)c2ccc(Cl)c(S(=O)(=O)Nc3ccc(Cl)cc3)c2)CC1	6%	20%	4	0.3	-3%	-14%	0%	3%
COc1cccc(-c2nc(CS(=O)(=O)CC(=O)NCCCN3CCc4ccccc4C3)c(C)o2)c1	8%	2%	-3	1.0	-3%	-6%	0%	-8%
COc1ccc2c(c1)[nH]c1c(Cl)ncnc12	-2%	14%	-6	-1.3	5%	-3%	4%	0%
CC1(OC(=O)CCc2ccccc2)C(=O)C=C2C=C(c3ccc(C#N)cc3)N(c3ccccc3)C=C2C1=O (centres undefined)	-2%	1%	?	-0.5	-8%	-28%	1%	-7%
Cc1ccccc1NC(=O)/C=C/c1cccc(C(F)(F)F)c1	20%	-2%	.	-0.3	-4%	-10%	-16%	4%
Cc1cc(C(=O)OCC(=O)Nc2cccc([N+](=O)[O-])c2)c(C)o1	-15%	-1%	-1	0.7	5%	15%	-7%	2%
COc1ccc(CCN2CC(C(=O)N(C)Cc3ccc(C)o3)CCC2=O)cc1 (centres undefined)	3%	-5%	0	0.7	-24%	-13%	-7%	-2%
COc1ccc(CCC(=O)N2CCN(C(=O)c3ccccc3)CC2)cc1	5%	4%	0	-0.3	15%	5%	-10%[57.1 µM]	1%
C[C@H](NC(=O)c1ncn2c1C(=O)N(C)CC2)C(=O)OC(C)(C)C	-9%	24%	0	-1.9	2%	-11%	-1%	.
COC(=O)c1cc(NC2c3ccccc3C(=O)N2c2cccnc2)cc(C(=O)OC)c1 (centres undefined)	13%	-1%	3	-11	-23%	-4%	-17%	0%
O=C(Cc1c[nH]c2ccccc12)N/N=C/c1ccccc1O	1%	-7%	1	1.6	-7%	0%	-8%	1%
OCCN1CNC(=S)NC1	-3%	4%	5	-1.3	10%	-5%	13%	4%
CC(=CC(=O)c1ccccc1)c1ccccc1	10%	-12%	8	-1.6	-2%	-10%	7%	.
COc1cccc(NC(=O)C2(C)CCN2Cc2ccc(-c3ccccc3)o2)c1 (centres undefined)	17%	-22%	24	-0.5	-5%	-19%	-1%[57.1 µM]	.
Cc1cc(C)c(S(=O)(=O)N(C2=NCCS2)S(=O)(=O)c2c(C)cc(C)cc2C)c(C)c1	5%	-2%	-1	-2.1	-3%	-5%	-2%	2%
O=C(N/N=C/c1cccnc1)c1ccc([N+](=O)[O-])cc1Cl	-1%	2%	.	-0.3	6%	-4%	-5%	2%
O=C(c1cc(F)cc2c1OCOC2)N1CCN(c2ccc(F)cc2)CC1	11%	8%	7	-1.3	23%	-6%	-22%	-2%
CN(C)CCNC(=O)C1Cc2c(-c3ccccc3Oc3ccccc3)ccnc2O1 (centres undefined)	-1%	8%	-10	-0.3	6%	-6%	8%	.
Cc1cc(C)cc(N(CC(=O)NC2CCCC2)C(=O)c2csnn2)c1	-1%	-9%	2	-2.7	-11%	-14%	2%	0%
COc1ccc(N2C(=O)CC(Cc3ccccc3)C2=O)cc1 (centres undefined)	-6%	6%	6	-0.9	9%	0%	3%	0%
CN(C)C(=O)Cn1c(SCC(=O)N2CCCc3ccccc32)nc2ccccc21	0%	16%	.	-0.9	18%	-6%	-3%[57.1 µM]	3%
O=S(=O)(/N=C(/Nc1nc2ccccc2s1)c1ccccc1)c1ccc(F)cc1	-4%	12%	2	2.9	-4%	-20%	-1%	1%
COc1ccc(-c2cc(C(=O)N/N=C(\C)c3cccnc3)c3cc(C)ccc3n2)cc1OC	-19%	-3%	1	-2.6	5%	2%	7%	-20%
CN1CC=C2C(C#N)=C(N)C(C#N)(C#N)C(CCc3ccccc3)C2C1 (centres undefined)	?	45µM*	.	-2.3	?	?	-7%	0%
Cc1cccc(NC(=O)CSCC(=O)Nc2ccc(S(=O)(=O)N3CCCC3)cc2)c1	7%	-4%	-4	0.8	-1%	-5%	-4%	1%
NC(=O)[C@H](Cc1cc2ccccc2s1)NC(=O)[C@@H]1CC2(CC(c3cccc(NC(=O)[C@@H]4CCC(=O)N4)c3)=NO2)CN1C(=O)/C=C/Sc1ccccc1 (some centres undefined)	-27%	12%	-18	-3.0	-13%	-29%	-12%[11.6 µM]	-11%
C=CCN(c1ccc(C(=O)NC(C)C)cc1)S(C)(=O)=O	5%	-2%	.	-0.1	-3%	-6%	-4%	1%
COc1ccc(CCNC(=O)CSc2nnc(CNC(=O)c3ccco3)o2)cc1OC	-3%	-1%	1	-2.9	-12%	-12%	-4%	0%
CCOC(=O)C1CCCN(Cc2cccc(Oc3ccccc3)c2)C1 (centres undefined)	0%	5%	-3	-3.2	-4%	-3%	0%	0%
CCC(=O)Oc1oc(-c2ccccc2)nc1C=Nc1ccc(C)cc1	11%	-6%	3	-4.2	2%	-7%	-2%	1%
Cc1cccc2sc(N(CCCN(C)C)C(=O)c3nc4ccccc4s3)nc12	9%	-5%	3	0.7	2%	-4%	4%	1%
O=S(=O)(NCc1ccccc1Br)c1ccccc1Br	-3%	?	-1	-1.3	-15%	-3%	-10%	-4%
O=C(COC(=O)c1ccccc1)Nc1cccc(S(=O)(=O)NC2=NCCCCC2)c1	-10%	10%	-8	0.5	-2%	27µM*	-9%	-1%
CC(=O)Nc1ccc(S[C@@H](CCN2CC[C@H](C(C)(C)C)CCC2=O)c2ccccc2)cc1	-11%	-21%	-24	-36*	-19%	8.4µM*	-11%	-2%
O=C(Nc1ccccc1NC(=O)c1ccccc1Cl)c1ccccc1Cl	14%	-15%	3	-1.0	-1%	5%	0%	-3%
O=[N+]([O-])c1cccc(CN2C[C@@]34C=C[C@@H](C[C@@H]3S2(=O)=O)O4)c1	-3%	-1%	1	-0.4	-21%	-6%	1%	-1%
CCCCNC(=O)C[C@@H]1C[C@@]2(C(=O)OCC)CCCC=C2N(Cc2ccccc2)C1=O	10%	-12%	0	.	20%	-7%	-4%	.
O=c1[nH]c(CN2CCN(c3ccc(F)cc3)CC2)nc2ccccc12	11%	1%	8	-0.7	-5%	-4%	3%	-2%
CS(=O)(=O)n1c2ccccc2c(=O)n1-c1ccccc1CCl	-2%	9%	-10	-0.2	22%	-13%	-4%	.
Cc1nc([N+](=O)[O-])c(Sc2nc3ccccc3[nH]2)n1Cc1ccccc1	-5%	0%	-9	-0.9	19%	-18%	2%	0%
CC(C)Cc1cc(C(=O)N2CCC(N3CCC(C(=O)NC4CC4)CC3)CC2)n[nH]1	9%	-5%	5	-1.2	-8%	-10%	?	-6%
COc1cc(C(=O)NC2Cc3ccccc3C2)ccc1OC1CCN(C(C)=O)CC1	-4%	1%	6	1.0	-16%	-2%	5%	2%
N#Cc1c(-n2cccc2C=O)sc2c1CCCC2	9%	-16%	-20	-0.9	9%	?	4%	0%
CC(=O)N1CCN(C(=O)c2ccc(S(=O)(=O)Nc3ccccc3F)cc2)CC1	4%	2%	1	2.2	4%	-7%	7%	0%

Screening results from PubChem.

An excerpt; rates above refer to the full screens.
